# aSyn UTR inh = MLPCN primary screen, SNCA 5' untranslated region; alpha-synuclein 5'UTR reporter, inhibitor activity; inhibition, % (tested at 7.5 µM); 300,000 tested, 0.82% active; in the data active means inhibition above about 60%;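 further: H4 neuroglioblastoma cells stably carrying SNCA 5'UTR luciferase fusion; 0% = DMSO wells and 100% = positive control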
# TRPC6 activator = mouse TRPC6 channel activators, primary screen, cell-based, HEK293, membrane potential dye; HEK293-TRPC6 membrane potential dye fluorescence; hits give high values; 310,000 tested, 0.13% active; B-score at 10 µM; AID 2550, 2010; Short transient receptor potential channel 6 (Mus musculus), Q61143;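 active means B-score of the integrated fluorescence ratio above library mean plus 3 SD, and starting fluorescence ratio within library mean plus 5 SD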;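 further: higher score means more depolarization so channel activation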
# Target sequence (Q61143 whole entry, looked up): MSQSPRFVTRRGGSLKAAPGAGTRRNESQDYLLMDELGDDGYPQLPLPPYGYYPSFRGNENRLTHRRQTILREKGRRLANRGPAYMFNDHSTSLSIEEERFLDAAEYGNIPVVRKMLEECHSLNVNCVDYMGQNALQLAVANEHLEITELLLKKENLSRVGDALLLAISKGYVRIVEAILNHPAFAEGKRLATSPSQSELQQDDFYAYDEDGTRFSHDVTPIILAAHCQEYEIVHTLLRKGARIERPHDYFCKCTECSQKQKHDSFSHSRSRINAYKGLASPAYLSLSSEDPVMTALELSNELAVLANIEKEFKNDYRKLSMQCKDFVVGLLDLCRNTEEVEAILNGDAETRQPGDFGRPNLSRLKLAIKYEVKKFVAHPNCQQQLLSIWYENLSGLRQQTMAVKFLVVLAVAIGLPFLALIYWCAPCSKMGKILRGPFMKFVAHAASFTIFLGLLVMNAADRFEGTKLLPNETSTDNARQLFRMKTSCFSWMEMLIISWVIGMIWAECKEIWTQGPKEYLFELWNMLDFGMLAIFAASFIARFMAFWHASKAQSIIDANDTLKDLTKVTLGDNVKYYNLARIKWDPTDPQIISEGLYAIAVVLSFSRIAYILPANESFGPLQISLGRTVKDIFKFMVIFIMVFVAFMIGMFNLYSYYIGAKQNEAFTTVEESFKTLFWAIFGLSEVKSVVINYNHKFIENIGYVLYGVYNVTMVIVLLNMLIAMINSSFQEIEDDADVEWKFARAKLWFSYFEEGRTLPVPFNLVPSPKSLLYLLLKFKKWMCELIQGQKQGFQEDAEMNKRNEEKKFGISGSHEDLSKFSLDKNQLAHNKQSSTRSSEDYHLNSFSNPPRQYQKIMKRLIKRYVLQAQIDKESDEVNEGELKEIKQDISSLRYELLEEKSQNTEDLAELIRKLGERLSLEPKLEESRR
# SKKanGAS inh = S. pyogenes SKKanGAS growth inhibitors in kanamycin, primary screen, streptokinase expression inhibitor project, SKKanGAS strain, BacTiter-Glo luminescence | 300,000 tested, 1.3% active | 6 h | inhibition, % at 7.5 µM;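 active means mean replicate score, as percent of positive control median, at least 50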;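 further: strain carries kanamycin resistance gene driven by streptokinase promoter and grows in 40 µg/ml kanamycin; loss of luminescence reflects streptokinase promoter inhibition or plain growth inhibition; 0% = median of DMSO wells and 100% = positive control at its reference dose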
# IEC-6 tox = cytotoxicity in IEC-6 intestinal epithelial cells, primary screen, cytotoxicity control for KLF5 inhibitor project, cell-based, luminescence | IEC-6 cytotoxicity, luminescence viability | inhibition, % at 5 µM | 290,000 tested, 0.78% active | AID 1825, 2009; in the data active means inhibition above about 22%;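 further: 0% = plate median of test compound wells and 100% = cytotoxic reference compound wells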
# TRPC4 inh = inhibitors of mouse TRPC4 channel, primary screen, Fluo4 calcium, HEK293 TRPC4beta/mu-opioid cells; Short transient receptor potential channel 4 (Mus musculus), Q9QUQ5; DAMGO-evoked Fluo4 calcium flux; hits give low values; B-score at 10 µM; 300,000 tested, 0.39% active;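 active means B-score over 3 SD under the library average, no early fluorescence shift, positive overall ratio signal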
#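 System: stable TRPC4beta/mu-opioid receptor HEK293 cells; Dosing: single-point compound dosing; Measured by: Fluo4 Ca2+ flux fluorescence; Read-out basis: per-well B score of integrated baseline-normalized Fluo4 ratio.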
# TRPC6 inhibitor = mouse TRPC6 channel inhibitors, primary screen, cell-based, HEK293, membrane potential dye; 310,000 tested, 1.1% active; ACh-evoked depolarization; hits give low values; B-score at 10 µM; Short transient receptor potential channel 6 (Mus musculus), Q61143; AID 2553, 2010;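 active means B-score under library mean minus 3 SD, initial fluorescence not abnormally high, positive integrated signal ratio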;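 further: B-score derived from integrated fluorescence ratio over the kinetic read; more negative B-score means stronger inhibition of depolarization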
# TRPC4 agonist = activators of mouse TRPC4 channel, primary screen, Fluo4 calcium, HEK293 TRPC4beta/mu-opioid cells; Fluo4 calcium fluorescence; hits give high values; AID 2237, 2010; B-score at 10 µM; Short transient receptor potential channel 4 (Mus musculus), Q9QUQ5; 310,000 tested, 0.49% active;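 active means B-score above 5 SD of library B-scores, and initial fluorescence ratio not above library mean plus 5 SD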;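 further: positive B-score marks a calcium rise read as TRPC4 activation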
#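 Assay system: HEK293 stable line with TRPC4beta plus mu-opioid receptor. Times: dye 45 min RT, read 110 s. Measured by: kinetic Fluo4 calcium fluorescence. Measure: B score of integrated ratio. Controls: assay buffer as low control, maximal DAMGO as high control.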
# TRPC4 PAM = positive allosteric modulators of TRPC4, primary screen, cell-based, mouse TRPC4beta, HEK293 mu-opioid, Fluo-4 calcium; B-score at 10 µM; AID 2227, 2009; DAMGO EC20, Fluo-4 Ca2+ flux; hits give high values; 310,000 tested, 0.42% active; Short transient receptor potential channel 4 (Mus musculus), Q9QUQ5;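 active means B-score of calcium response area above 5 SD of library B-scores, with initial fluorescence ratio within 5 SD of library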;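 further: B-score of integrated fluorescence ratio over time as area under calcium response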
# HIF activator = HIF pathway transcriptional activators, primary screen, cell-based, U2OS HRE-luciferase, luminescence. U2OS HRE-luciferase reporter; normalized: DMSO 0%, desferrioxamine 100%. activation, % at 7.5 µM (by protocol). 300,000 tested, 0.32% active. AID 1910, 2009;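 active means mean activation of at least 10% of the iron chelator positive control signal, with at least half of replicates also reaching 10%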
# KLF5 inh = KLF5 expression inhibitors, primary screen, DLD-1 cells, luminescence; inhibition, % at 5 µM; DLD-1 KLF5 promoter-luciferase reporter; AID 1700, 2009; 290,000 tested, 0.23% active;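 active means inhibition above a per-plate limit of that plate's mean compound inhibition plus 3 SD, cut at about 60% in these data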;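 further: 0% = DMSO wells and 100% = LY294002 at 200 µM; higher means less KLF5 promoter-driven luciferase light; inactives centre near -14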
# MrgX1 antagonist = antagonists of human MrgX1 receptor, primary screen, HEK293 cells, Fluo-4 calcium flux. B-score at 10 µM. Mas-related G-protein coupled receptor member X1 (Homo sapiens), Q96LB2. BAM8-22 antagonism; hits give low values. 310,000 tested, 1.3% active;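 active means calcium-response B-score plate-corrected more than 3 library SD below zero, starting fluorescence within 5 deviations, no agonist response on first addition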;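 further: peak minus trough fluorescence over baseline after final BAM8-22 challenge near maximal dose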
# An asterisk follows results filed as active; i = inactive; · = not tested or not shown.
SMILES,aSyn UTR inh,TRPC6 activator,SKKanGAS inh,IEC-6 tox,TRPC4 inh,TRPC6 inhibitor,TRPC4 agonist,TRPC4 PAM,HIF activator,KLF5 inh,MrgX1 antagonist
CCN(CC)S(=O)(=O)c1ccc(Br)c(OC)c1,-11,i,5,0,i,i,i,i,0.1,-5,i
CCCCN(C(=O)CSc1nnc(Nc2ccccc2)s1)c1c(N)n(CCC)c(=O)[nH]c1=O,-3,i,-2,5,i,i,i,i,-0.7,-15,i
O=C(C1=C[C@H](c2coc3ccccc3c2=O)C[C@H](OCCCCO)O1)N1CCN(Cc2ccccc2)CC1,17,i,0,-3,i,i,i,i,-1.1,8,i
CCOC(=O)c1nc2cc3n(c(C)c-2c1C)C(C)C(C)=C3C (stereo not drawn),·,i,·,-1,i,-8.1*,i,i,·,-33,i
Cc1ccccc1Cc1n[nH]c(=S)n1N,6,i,3,-3,i,i,i,i,-0.2,-4,i
CC(=O)Nc1ccc(/C=C/c2ccc3cccc([N+](=O)[O-])c3n2)cc1,-112,i,18,6,i,i,i,i,1.9,-67,i
COc1ccc(OCCC(=O)OCC(=O)NCc2ccc(F)cc2)cc1,2,i,-12,3,i,i,i,i,-0.6,-22,i
Cc1ccc(Cl)cc1Nc1nc(N2CCOCC2)nc(N2CCOCC2)n1,13,i,0,-8,i,i,i,i,-0.3,-22,i
COc1cc(N=Cc2c(CO)cnc(C)c2O)cc(OC)c1OC,0,i,4,2,i,i,i,i,-1.2,-29,i
Cc1cc(OCC(=O)NC(Cc2c[nH]c3ccc(O)cc23)C(=O)O)c2c(C)c(C)c(=O)oc2c1 (stereo not drawn),22,i,-2,-7,i,i,i,i,-0.3,1,i
Cc1cc(C)c2oc(-c3ccc(C)c(NC(=S)NC(=O)/C=C/c4ccco4)c3)nc2c1,-28,i,14,4,i,i,i,i,1.2,8,i
COc1cc(Cl)c(C)cc1NC(=O)c1cccc(OC)c1OC,-137,i,12,-2,i,i,i,i,2.4,-79,i
COc1ccc(Cc2noc(CN3CCN(C4CCc5ccccc5C4)CC3)n2)cc1OC (stereo not drawn),9,i,5,10,i,i,i,i,-0.1,-27,i
CCC1CCCCN1C(=O)c1sc2nc(C)nc(N(CC)CC)c2c1C (stereo not drawn),28,i,1,7,i,i,i,i,-0.1,-3,i
COc1ccccc1/C=C/C(=O)OCC(=O)NNC(=O)c1ccccc1,3,i,3,6,i,i,i,i,-0.6,-15,-5.2*
NC(=O)c1ccc(SCC(=O)OCC(=O)NCC2CCCCC2)c([N+](=O)[O-])c1,-13,i,-1,·,i,i,i,i,-0.4,·,i
Cc1ccc(C)c(-n2c(-c3ccco3)n[nH]c2=S)c1,·,i,-8,·,i,i,i,i,·,·,i
COc1ccccc1N1CCN(C(=O)c2c(-c3ccccc3)noc2C)CC1,-78,i,-3,10,i,i,i,i,5.3,19,i
CCOc1ccccc1N1CC(C(=O)Nc2cccc(S(=O)(=O)N3CCCCC3)c2)CC1=O (stereo not drawn),-6,i,0,1,i,i,i,i,0.0,3,i
Cc1ccc(-c2nn(-c3ccccc3)cc2C(=O)N2CCOCC2)cc1C,21,i,4,3,i,i,i,i,-0.8,-5,i
C=C(C)C(=O)OCCCCCCOc1ccc(C(=O)O)cc1,11,i,11,2,i,i,i,i,-1.7,25,i
CCOCc1[nH]c(=S)[nH]c(=O)c1Cc1ccc(OCC(C)C)cc1,20,i,-12,-6,i,i,i,i,-0.5,-2,i
CCO[C@H]1OC(C(=O)NCc2nc3ccccc3[nH]2)=C[C@@H](C2CCCCC2)[C@@H]1CCCO,8,i,1,2,i,i,i,i,-0.5,-20,i
CCn1cc(Br)c(C(=O)NN)n1,-27,i,4,0,i,i,i,i,2.5,-99,i
COc1cc(/C=C/C(=O)OCC(=O)NCc2cccs2)ccc1OC(F)F,17,i,-6,-4,i,i,i,i,-0.9,0,i
C[n+]1ccccc1N1CCN(c2ccccc2Cl)CC1,-12,i,2,-5,i,i,i,i,-0.4,-10,i
CC(C)(C)NC(=O)NC(=O)COC(=O)Cc1ccc(Cl)cc1Cl,24,i,1,-3,i,i,i,i,-0.3,0,i
COc1cc(O)c(C(CC(=O)N2CCCCC2)c2cc(OC)c(OC)c(OC)c2)c(OC)c1 (stereo not drawn),13,i,-1,·,i,i,i,i,0.3,·,i
Cc1cccc(NC(=O)CN(C)S(=O)(=O)c2ccc(-c3ccc(=O)[nH]n3)s2)c1C,20,i,4,-4,i,i,i,i,-0.3,-1,i
Cc1ccc(NC(=O)CCC(=O)OC(C(=O)c2ccc(C)c(C)c2)c2ccccc2)c(C)c1 (stereo not drawn),11,i,10,5,i,i,i,i,-0.3,9,i
CC(C)c1nnc(NC(=O)COc2ccc3c(c2)OCO3)s1,-23,i,-7,9,i,i,i,i,0.6,-5,i
CCCc1nnc(NC(=O)CCC(=O)Nc2ccc(Br)cc2)s1,-32,i,-2,-2,i,i,i,i,-0.1,-18,i
COc1cccc(NC(=O)CCN2CCN(c3ccccc3F)CC2)c1,10,i,6,1,i,i,i,i,0.3,-7,i
O=C(N/N=C/c1ccco1)c1cccc([N+](=O)[O-])c1,1,i,-2,-1,i,i,i,i,0.1,-7,i
Cc1ccccc1C(=O)Nc1ccc2c(c1)CCCN2C(=O)c1cccs1,2,i,-2,7,i,i,i,i,-0.4,-13,i
C[n+]1cccc(C2C(C#N)=C(N)Oc3c2ccc2ccccc32)c1 (stereo not drawn),8,i,-7,2,i,i,i,i,2.3,-30,i
O=C(Nc1cnc2sccn2c1=O)c1ccccc1Cl,-180,i,13,4,i,i,i,i,2.8,-131,i
COc1ccc(OCC(=O)N2CCC(Cc3ccccc3)CC2)cc1,6,i,1,-2,i,i,i,i,1.3,-12,i
COc1ccc(-n2c(C)cc3cc(OC(C)=O)ccc32)cc1,-7,i,6,-6,i,i,i,i,0.0,-9,i
COc1ccc(S(=O)(=O)Nc2ccccc2C(=O)NCc2ccco2)cc1,-3,i,2,1,i,i,i,i,-14,-12,i
COC(=O)c1c[nH]n2c(=O)cc(CCl)nc12,-11,i,0,3,i,i,i,i,0.4,-20,i
O=C(CSc1nnc(CNC(=O)c2ccccc2F)o1)Nc1ccc2c(c1)OCO2,-13,i,4,0,i,i,i,i,-0.3,-38,i
O=C(NC1CCCCCCC1)c1ccc(Br)o1,-38,i,4,-2,i,i,i,i,1.3,-57,-4.7*
O=C(CSc1nnnn1-c1ccc(F)cc1)c1ccc(O)c(O)c1,-39,i,-2,8,i,i,i,i,-0.5,6,i
COc1ccccc1CC(=O)Nc1ccc(F)cc1F,-4,i,-2,-1,i,i,i,i,0.3,25,i
Cc1ccc(OCC(=O)c2c(O)c3ccccc3oc2=O)cc1C,-7,i,7,-3,i,i,i,i,-0.2,-8,i
CCc1cc(C(=O)OC)c(NC(=O)CN2CCN(C(=O)c3ccco3)CC2)s1,-17,i,3,-1,i,i,i,i,0.1,-18,i
COc1ccc(-n2c(C)nc3c(cnn3-c3ccccc3)c2=O)cc1,-6,i,-15,1,·,i,i,i,0.1,-3,i
Cc1ccc(NC(=O)c2cccc(OC(F)F)c2)c(OC(F)F)c1,-71,i,-13,12,i,i,i,i,0.2,-10,i
CC(C)(C)NC(=O)c1cccc(NC(=O)c2ccc3c(c2)C(=O)N(C(C)(C)C)C3=O)c1,-15,i,0,3,i,i,i,i,-12,-39,-11*

# Structural class, those above with a thiophene ring, fused or not
SMILES,aSyn UTR inh,TRPC6 activator,SKKanGAS inh,IEC-6 tox,TRPC4 inh,TRPC6 inhibitor,TRPC4 agonist,TRPC4 PAM,HIF activator,KLF5 inh,MrgX1 antagonist
CCC1CCCCN1C(=O)c1sc2nc(C)nc(N(CC)CC)c2c1C (stereo not drawn),28,i,1,7,i,i,i,i,-0.1,-3,i
COc1cc(/C=C/C(=O)OCC(=O)NCc2cccs2)ccc1OC(F)F,17,i,-6,-4,i,i,i,i,-0.9,0,i
Cc1cccc(NC(=O)CN(C)S(=O)(=O)c2ccc(-c3ccc(=O)[nH]n3)s2)c1C,20,i,4,-4,i,i,i,i,-0.3,-1,i
Cc1ccccc1C(=O)Nc1ccc2c(c1)CCCN2C(=O)c1cccs1,2,i,-2,7,i,i,i,i,-0.4,-13,i
CCc1cc(C(=O)OC)c(NC(=O)CN2CCN(C(=O)c3ccco3)CC2)s1,-17,i,3,-1,i,i,i,i,0.1,-18,i

# Additional structures.
SMILES,aSyn UTR inh,TRPC6 activator,SKKanGAS inh,IEC-6 tox,TRPC4 inh,TRPC6 inhibitor,TRPC4 agonist,TRPC4 PAM,HIF activator,KLF5 inh,MrgX1 antagonist
O=C(Nc1ccccc1)c1ccc(NC(=O)C2CC2)cc1,-105,i,2,-2,i,i,i,i,4.0,-134,i
CCn1c(C)c(C(C)=O)c(NCc2ccccc2)nc1=S,-24,i,-14,1,i,i,i,i,-0.3,8,i
O=C(c1ccco1)N1CCN(C(=O)C2CCN(S(=O)(=O)Cc3ccccc3)CC2)CC1,-3,i,-2,1,i,i,i,i,0.2,-10,i
O=C(NCc1cccs1)c1cccc(N2CCCC2=O)c1,-14,i,1,1,i,i,i,i,0.7,-19,i
Cn1nnnc1SCCNC(=O)C1CCC(=O)N(CCc2ccccc2)C1 (stereo not drawn),-9,i,2,-6,i,i,i,i,-0.3,-32,i
Cc1ccc(CNC(=O)C2CCN(S(=O)(=O)c3c(C)noc3/C=C/N(C)C)CC2)cc1,-15,i,8,-4,i,i,i,i,0.0,-27,i
Cc1c(NC(=O)C(c2ccccc2)c2ccccc2)cccc1C(=O)O,-20,i,7,0,i,i,i,i,1.5,-9,i
CCOC(=O)C(/C=C(\C#N)C(=O)OCC)=C(/N)N1CCN(c2ccccc2)CC1,6,i,2,4,i,i,i,i,-0.2,-15,i
